GSTO1 counter: inhibitors of recombinant GSTO1, primary screen, counter-screen for RBBP9 inhibitor project, biochemical, fluorescence polarization. Glutathione S-transferase omega-1 (Homo sapiens), P78417. activity-based probe fluorescence polarization. inhibition, % at 5.96 µM. hit rate 1.1% among 300,000. AID 1974, 2009;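 active = inhibition above the campaign mean inhibition plus 3 SD, cut at about 35% in these data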;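 also: 0% = GSTO1-1 with DMSO and 100% = wells lacking GSTO1-1 enzyme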
LYPLA2 counter: LYPLA2 inhibitors, primary screen, counter-screen for PME1 inhibitor project, biochemical, fluorescence polarization, FP-Rh probe ABPP; Acyl-protein thioesterase 2 (Homo sapiens), O95372; recombinant LYPLA2; inhibition, % at 5.9 µM; hit rate 0.38% among 320,000;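 active = inhibition above the screen-wide mean plus 3 SD, limit set per campaign, cut at about 26% in these data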;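 also: 0% = LYPLA2 with DMSO and 100% = wells lacking LYPLA2 enzyme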
LYPLA1 inh: LYPLA1 inhibitors, primary screen, counter-screen for PME1 inhibitor project, biochemical, fluorescence polarization, FP-Rh probe ABPP | hit rate 0.16% among 320,000 | inhibition, % at 5.9 µM | Acyl-protein thioesterase 1 (Homo sapiens), O75608 | recombinant LYPLA1;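 active = inhibition above the mean of all tested compounds plus 3 SD, set per campaign, cut at about 14% in these data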;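 also: inhibitors block serine hydrolase probe labeling of LYPLA1 so polarization falls; 0% = enzyme with DMSO and 100% = wells lacking LYPLA1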
Target sequence (O75608 whole entry, looked up): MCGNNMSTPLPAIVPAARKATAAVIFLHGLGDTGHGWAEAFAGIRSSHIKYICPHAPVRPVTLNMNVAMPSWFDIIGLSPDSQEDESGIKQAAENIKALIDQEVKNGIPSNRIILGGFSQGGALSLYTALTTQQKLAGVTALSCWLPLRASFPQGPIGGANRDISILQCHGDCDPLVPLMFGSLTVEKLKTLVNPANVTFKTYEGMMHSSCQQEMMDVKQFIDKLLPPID
pPAFAH FP inh: pPAFAH enzyme inhibitors, primary screen, biochemical, fluorescence polarization, human; Platelet-activating factor acetylhydrolase (Homo sapiens), Q13093; hit rate 1.5% among 330,000; inhibition, % at 3.39 µM; recombinant pPAFAH, FP-rhodamine probe fluorescence polarization; AID 463082, 2010;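 active = inhibition above the mean inhibition across the screen plus 3 SD, cut at about 25% in these data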;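 also: inhibitors block binding of the rhodamine activity-based probe so polarization drops; 0% = enzyme with DMSO and 100% = wells lacking pPAFAH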
Target sequence (Q13093 whole entry, looked up): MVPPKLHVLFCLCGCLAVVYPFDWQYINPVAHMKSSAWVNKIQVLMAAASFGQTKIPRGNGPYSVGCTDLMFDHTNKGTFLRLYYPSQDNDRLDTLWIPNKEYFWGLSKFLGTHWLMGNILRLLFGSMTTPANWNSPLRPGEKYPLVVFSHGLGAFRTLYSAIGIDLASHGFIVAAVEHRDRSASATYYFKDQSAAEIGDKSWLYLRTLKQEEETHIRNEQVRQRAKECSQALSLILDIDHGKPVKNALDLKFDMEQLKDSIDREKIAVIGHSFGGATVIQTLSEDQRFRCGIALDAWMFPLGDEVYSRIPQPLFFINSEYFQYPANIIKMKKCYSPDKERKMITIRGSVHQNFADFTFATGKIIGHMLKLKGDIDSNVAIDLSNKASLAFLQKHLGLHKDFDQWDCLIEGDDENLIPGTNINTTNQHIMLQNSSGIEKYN
PAFAH2 FP inh: PAFAH2 enzyme inhibitors, primary screen, biochemical, fluorescence polarization, human | inhibition, % at 3.39 µM | AID 492956, 2010 | hit rate 0.99% among 340,000 | recombinant PAFAH2, FP-rhodamine activity probe | Platelet-activating factor acetylhydrolase 2, cytoplasmic (Homo sapiens), Q99487;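 active = inhibition above the mean over all tested compounds plus 3 SD, cut at about 30% in these data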;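 also: inhibitors block probe labeling of enzyme so polarization drops; 0% = enzyme with DMSO and 100% = wells lacking PAFAH2 protein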
PAFAH1B2 FP inh: PAFAH1B2 enzyme inhibitors, primary screen, biochemical, fluorescence polarization, human; Platelet-activating factor acetylhydrolase IB subunit alpha2 (Homo sapiens), P68402; recombinant PAFAH1B2, FP-rhodamine activity probe; inhibition, % at 3.39 µM; hit rate 1.2% among 340,000;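 active = inhibition above the mean of all tested compounds plus 3 SD, cut at about 24% in these data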;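 also: 0% = enzyme with DMSO and 100% = wells lacking PAFAH1B2; many of its hits are not listed in these tables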
Target sequence (P68402 whole entry, looked up): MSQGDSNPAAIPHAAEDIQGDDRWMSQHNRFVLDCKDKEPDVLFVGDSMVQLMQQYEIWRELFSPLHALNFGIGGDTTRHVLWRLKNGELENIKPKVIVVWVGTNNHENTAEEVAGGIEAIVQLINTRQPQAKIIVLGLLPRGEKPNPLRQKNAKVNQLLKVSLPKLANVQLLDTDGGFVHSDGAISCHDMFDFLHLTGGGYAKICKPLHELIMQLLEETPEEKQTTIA
PREPL inhibitor: PREPL enzyme inhibitors, primary screen, biochemical, fluorescence polarization | Prolyl endopeptidase-like (Homo sapiens), Q4J6C6 | recombinant PREPL, fluorescence polarization activity-based probe | inhibition, % at 5.96 µM | hit rate 0.68% among 320,000 | AID 2751, 2010; in the data active = inhibition above about 43%;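 also: 0% = enzyme with DMSO and 100% = wells lacking enzyme; many of its hits are not listed in these tables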
PAD4 FP inh: human PAD4 inhibitors, primary screen, biochemical, fluorescence polarization, 1536-well format; recombinant PAD4, RCA probe fluorescence polarization; AID 485272, 2010; inhibition, % at 6.36 µM; hit rate 0.41% among 330,000; Protein-arginine deiminase type-4 (Homo sapiens), Q9UM07;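 active = percent inhibition above a cutoff equal to the mean of all tested compounds plus 3 SD, cut at about 15% in these data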;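 also: 0% = PAD4 with RCA probe and DMSO and 100% = probe without PAD4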
PAFAH1B3 inh: PAFAH1B3 enzyme inhibitors, primary screen, biochemical, fluorescence polarization, human; Platelet-activating factor acetylhydrolase IB subunit alpha1 (Homo sapiens), Q15102; recombinant PAFAH1B3, FP-rhodamine probe; inhibition, % at 3.39 µM; hit rate 0.28% among 340,000;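 active = inhibition above the screen-wide average of all tested compounds plus 3 SD, cut at about 25% in these data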;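 also: 0% = enzyme with DMSO only and 100% = wells lacking PAFAH1B3 protein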
* = called active by the depositor; nt = not tested or not shown. An excerpt (hit frequency here may not be typical).

SMILES	GSTO1 counter	LYPLA2 counter	LYPLA1 inh	pPAFAH FP inh	PAFAH2 FP inh	PAFAH1B2 FP inh	PREPL inhibitor	PAD4 FP inh	PAFAH1B3 inh
Cc1ccc(C(=O)NNC(=O)c2ccccc2-n2cccc2)cc1	-1.1	-8.1	0.7	-4.8	5.1	1.5	7.4	-8.9	6.8
COc1ccc(C(=O)/C=C/Nc2ccc([N+](=O)[O-])cc2C)c(OC)c1	-0.1	0.8	-4.5	-2.4	4.1	1.1	20.3	0.2	6.7
CCOC(=O)N1CCN(C(=S)NC(=O)C2CCCC2)CC1	15.7	-3.1	0.3	1.2	-1.8	-2.6	-0.1	-0.3	-1.9
Cc1nc(Nc2ccc(F)cc2)nc(Nc2ccc(F)cc2)c1[N+](=O)[O-]	-8.7	-4.7	-2.9	2.8	-6.1	-1.5	-11.2	-1.2	4.9
Cc1ccc(OCCC(=O)NNC(=O)c2cc(C)oc2C)cc1	-0.2	-8.5	-2.8	-4.1	1.1	0.7	13.0	7.6	0.1
O=C(Nc1nccs1)c1ccc(Br)s1	-10.4	11.4	-0.1	-0.1	0.2	0.5	6.6	-0.9	1.9
Cc1ccc(C(=O)CSc2ncn[nH]2)cc1	2.1	2.4	0.6	2.8	2.0	-0.2	15.9	-2.0	4.8
CCN(CC)CC(O)Cn1c(-c2ccccc2Cl)nc2ccccc21 (configuration not stated)	5.0	-0.5	1.8	-2.8	nt	nt	-12.9	0.3	nt
CN(Cc1ccccc1)C(=O)COC(=O)c1cc(-c2ccc(Cl)s2)nc2ccccc12	-6.1	-8.6	-7.6	-0.2	-3.4	-1.5	-19.7	-3.1	-9.9
CCn1nnc2cc(C(=O)O)ccc21	11.8	-3.0	2.7	6.8	5.6	7.4	5.3	0.7	2.5
CCN1c2ccccc2-c2nc3ccccc3n2C1c1cccs1 (configuration not stated)	-5.6	5.2	1.7	10.2	-3.3	0.8	2.6	-2.0	3.1
Cc1c(Cl)cccc1NC(CC(=O)c1ccccc1)C(=O)OCC(=O)c1cccs1 (configuration not stated)	-3.3	-3.9	-5.1	6.7	0.7	-3.2	-10.3	-2.2	-3.5
COC(=O)c1cccc(NC(=S)Nc2ccccc2Cl)c1	8.6	-4.6	-2.7	-4.7	-3.2	5.4	-6.5	-0.2	8.3
COc1ccc(-c2ccc(CNCc3ccccn3)o2)cc1Cl	1.5	3.8	1.9	7.8	nt	nt	51.0*	-3.8	nt
CCc1nc2ccc(C(=O)N3CCN(c4ccc(Cl)cc4)CC3)cc2nc1CC	-2.0	11.1	3.7	1.7	-2.2	3.6	-37.8	-3.2	3.1
Cc1cc(N/C=C(\C#N)S(=O)(=O)c2ccccc2Cl)nc(C)n1	3.4	2.9	-0.8	-2.2	6.2	1.0	-3.6	-1.9	-2.6
Cc1cc(C)nc(Nc2ccc(N3CCCC3)cc2)n1	24.2	5.6	-2.5	5.9	1.9	6.4	44.0*	5.2	7.4
NC(=O)NC(=O)COC(=O)/C=C/c1cccs1	1.4	2.9	-2.8	-4.0	1.9	6.2	5.9	1.7	5.8
c1ccc(-n2nc3ccccc3n2)cc1	5.1	-0.2	-3.1	5.6	-3.5	-1.1	-7.4	4.0	-1.3
C#CCNC(=O)C1=C[C@H](c2csc3ccccc23)[C@@H](CCCO)[C@H](OCC)O1	-3.0	-2.5	-4.8	2.7	-1.2	1.2	10.4	-3.0	1.6
COc1ccc(CN(C)Cc2cc(=O)n3ccsc3n2)c(OC)c1OC	0.3	-3.1	-0.7	-0.2	9.2	0.6	1.0	-0.3	4.5
COc1ccc(/C=N/NC(=O)c2ccc(N(C)S(=O)(=O)c3ccccc3)cc2)cc1OC	-4.9	-9.4	-3.1	-1.2	-20.0	-0.4	8.4	2.0	4.6
CCOc1ccc(/C=C/C(=O)Nc2cccc(C(C)=O)c2)cc1	-2.0	-17.2	-5.3	-4.5	-12.3	5.2	-6.6	-2.3	5.4
COC(=O)C1=C(C)N(C)C(C)=C(C(=O)OC)C1c1ccsc1	-3.2	6.4	1.1	-2.4	0.9	0.7	8.6	-3.4	4.6
O=C(CCC(=O)N1CCN(c2ccc(C(F)(F)F)cn2)CC1)c1cccs1	nt	32.1*	3.5	1.8	12.5	0.8	-5.4	0.1	-1.9
Cc1cc2oc(=O)cc(Cn3ncc(Cl)c(Cl)c3=O)c2cc1Cl	5.4	-6.4	-5.1	3.0	2.7	-4.1	9.9	10.1	-10.5
O=C(c1cc(Cl)ccc1OCc1ccccc1)N1CCOCC1	-1.9	-6.8	1.8	5.1	4.4	0.1	42.9	1.8	3.8
Cc1c(C(=O)NCc2ccoc2)oc2ccc3c(c12)C(=O)CC(C)(C)O3	0.7	1.5	1.4	0.2	1.3	4.4	-4.5	-2.7	6.0
CCN(CC(=O)NCc1ccc(Cl)cc1)C(=O)C(C)Sc1ccccc1 (configuration not stated)	2.3	0.1	3.0	-8.0	11.6	23.5	7.2	1.9	10.9
O=S(=O)(Nc1nc2ccccc2nc1-[n+]1cccc(N=C([O-])c2ccc(Cl)cc2)c1)c1ccccc1	-2.8	3.7	-2.6	11.8	nt	nt	27.5	-1.1	nt
COc1ccc(CNC(=O)CN(C(=O)c2snc(C(N)=O)c2N)c2ccc(OC)c(OC)c2)cc1	6.1	2.4	0.7	2.6	-1.2	-2.3	8.4	3.4	8.7
CNC(=O)COC(=O)c1cc(-c2ccccc2)nn1-c1ccccc1	6.2	0.1	-0.9	-2.0	1.7	3.8	-12.4	1.6	5.8
COc1ccccc1C(=O)NCc1nnc(SCC(=O)Nc2nccs2)n1C	3.1	-2.8	-3.4	2.6	-6.3	-0.3	-9.2	-7.4	1.8
CC(C)CC(=O)c1c[nH]c(C(=O)NCC2CCCO2)c1 (configuration not stated)	-6.4	-0.6	-0.8	-3.9	5.1	2.1	-14.0	-6.7	6.3
O=C(c1ccc(Cl)cc1)N(Cc1ccco1)C1CCS(=O)(=O)C1 (configuration not stated)	-6.6	6.9	0.5	1.2	-4.8	3.5	19.9	-1.6	4.7
CCc1ccccc1N1CC23C=CC(O2)C(C(=O)OC)C3C1=O (configuration not stated)	1.2	-1.2	4.4	-5.3	-1.0	8.3	12.0	-0.8	9.0
CCOC(=O)Nc1sc(C(=O)N(CC)CC)c(C)c1C(=O)OCC	3.9	2.3	2.5	5.3	-14.0	-4.3	-3.0	5.1	1.2
Cc1ccc(CNC(=O)c2ccc(NS(=O)(=O)c3cccs3)cc2)cc1	-6.6	-4.7	1.5	7.2	-24.7	2.1	-5.7	5.0	2.7
CC(C)=CC(=O)OCC(=O)Nc1cc(C)cc(C)c1	16.4	-1.6	-1.4	8.5	81.2*	3.3	16.1	-3.7	11.2
CC(C)(C)OC(=O)C[C@@H]1C/C=C\C[C@@H](CC(=O)NCCO)C(=O)N2CCC[C@H]2COC1=O	nt	nt	nt	1.7	-5.2	-5.1	2.3	-0.9	-2.2
CCOC(=O)C1=CN(Cc2cccc(F)c2)S(=O)(=O)N(C)C1c1ccc(F)c(Cl)c1 (configuration not stated)	nt	nt	nt	-1.0	-1.4	4.4	nt	-1.9	4.8
CC(C)c1nnc(NC(=O)CCC(=O)N2CCN(c3ccc(F)cc3)CC2)s1	-9.0	2.1	-0.9	4.7	2.0	0.1	32.9	1.3	2.9
c1nnc(NC2=NCCC2)s1	5.8	-8.9	-2.9	-1.3	4.6	0.6	16.0	-9.7	4.3
CCn1c(CNS(=O)(=O)c2ccc(Br)cc2)n[nH]c1=S	2.5	-1.7	-1.1	3.0	-5.1	13.0	-2.6	0.1	1.9
COc1cc2ccccc2cc1C(=O)Nc1ccncc1	-6.2	-4.8	-5.3	-1.9	1.6	7.2	5.8	-3.6	0.8
CCc1ccccc1NC(=O)CCS(=O)(=O)c1ccc2c(c1)CCCN2C(C)=O	3.3	1.8	0.3	-5.0	-8.9	6.3	11.5	1.8	3.4
CCOC(=O)/C=C/C(=O)Nc1ccc(S(=O)(=O)Nc2cc(C)on2)cc1	0.3	1.1	0.4	-0.4	9.4	-5.7	-10.1	-2.3	2.5
COC(=O)Nc1ccc(S(=O)(=O)N2CCCCC2)cc1	9.1	-6.8	-1.6	-2.7	0.7	6.1	-6.0	-13.3	1.9
c1ccn2cc(-c3ccc4c(c3)OCCO4)nc2c1	6.3	5.5	2.2	4.9	7.9	0.5	-7.5	-1.3	6.8
Cc1sc2ncnc(Sc3nnnn3-c3ccc(Cl)cc3)c2c1C	-6.6	6.2	1.7	4.7	9.8	6.8	10.6	7.2	12.1
Cc1ccc(NC(=O)Cc2ncon2)cc1Cl	-2.2	6.3	0.9	1.7	-1.2	4.7	20.3	3.4	6.1
CN(C)c1ccc(/C=[N+](\[O-])C2N(c3ccccc3)C(=S)SC2(C)C)cc1 (configuration not stated)	7.8	7.1	-4.2	-0.1	1.0	1.1	8.0	-1.5	-0.2
C[C@@]12CCC3[C@@](CC[C@@H]4[C@](C)(C(=O)O)CCC[C@@]34C)(C[C@H]1O)C2 (some centres not stated)	6.0	3.6	2.7	5.0	4.9	0.1	-9.3	0.4	6.9

Source: PubChem BioAssay (The Scripps Research Institute Molecular Screening Center)
